Screening results as filed in PubChem.
NRP1-CendR mod: modulators of CendR peptide binding to NRP-1, primary screen, biochemical, fluorescence polarization, uHTS; Neuropilin-1 (Homo sapiens), O14786; FAM-RPARPAR peptide binding to NRP-1; inhibition, % at 25 µM; 360,000 compounds, 0.85% hits;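 active = inhibition or corrected inhibition above about 18%, plus a signal ratio from 0.5 to 1.5, limit read from the data, passing the limit was not always enough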; note: strong numbers were not always called active
MsrA act: bovine MsrA enzyme activators, primary screen, biochemical, absorbance, HTS; Methionine sulfoxide reductase A (Bos taurus); purified bovine MsrA, absorbance read-out; 360,000 compounds, 0.3% hits; activation, % at 10.6 µM; AID 602163, 2012; in the data active = activation above about 7.5%;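 note: 0% = vehicle and 100% = reference activator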
MsrA inh: bovine MsrA enzyme inhibitors, primary screen, biochemical, absorbance, HTS | Methionine sulfoxide reductase A (Bos taurus) | purified bovine MsrA, absorbance read-out | inhibition, % at 15.5 µM | 360,000 compounds, 0.75% hits; in the data active = inhibition above about 4.5%;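 note: 0% = vehicle wells with enzyme and 100% = reference inhibitor wells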
eLon inh: inhibitors of E. coli Lon protease, primary screen, biochemical, fluorescence polarization. P0A9M0. purified E. coli Lon protease. inhibition, % at 7.94 µM. 360,000 compounds, 0.42% hits. AID 602123, 2011; in the data active = inhibition above about 13%, passing the limit was not always enough;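 note: 0% = enzyme with probe and DMSO and 100% = no enzyme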
Tb MetRS inh: T. brucei MetRS inhibitors, primary screen, biochemical, luminescence; 360,000 compounds, 0.4% hits; inhibition, % at 11.9 µM; purified T. brucei MetRS, ATP depletion, Kinase-Glo luminescence; methionyl-tRNA synthetase (Trypanosoma brucei brucei);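 active = inhibition above a per-plate cutoff of the control wells' mean inhibition plus 3 SD, cut at about 5.5% in these data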;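 note: 0% = DMSO wells median and 100% = median of wells with control inhibitor compound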
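Dosing: 11.9 µM compound single dose, 0.9% DMSO; Assay system: purified T. brucei MetRS enzyme; Measured by: Kinase-Glo luciferase luminescence reporting remaining unconsumed ATP; Schedule: 15 min plus 2 h at 25 °C.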
FAS TE block: FAS thioesterase domain inhibitors, primary screen, biochemical, fluorescence intensity, uHTS; Fatty acid synthase (Homo sapiens), P49327; recombinant FAS-TE, OMFH fluorogenic substrate, fluorescence endpoint; inhibition, % at 15 µM; 360,000 compounds, 0.67% hits; AID 602261, 2012;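 active = compounds whose normalised, plate-corrected inhibition of enzyme fluorescence in the single-dose primary screen is 50% or more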;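 note: 0% = DMSO with enzyme and 100% = substrate without enzyme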
MT1-MMP act inh: blockers of MT1-MMP proenzyme processing, primary screen, HT1080 RFP-PRO-GFP cells, GFP/RFP fluorescence; Matrix metalloproteinase-14 (Homo sapiens), P50281; GFP/RFP ratio fluorescence, overnight; percent of plate control window, DMSO zero; GFP/RFP ratio change, % at 20 µM; 360,000 compounds, 0.061% hits;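 active = GFP/RFP ratio change of at least 30% with cell ATP level not reduced by more than half and red fluorescence within 50% of control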; note: strong numbers were not always called active
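Assay system: RFP-PRO-GFP reporter HT1080 cells; read-out basis: GFP/RFP fluorescence ratio; benchmarks: DMSO wells and RFP-L50D-GFP cells; doses: 20 µM single dose, 1% DMSO; schedule: overnight cell settling, then overnight compound exposure, 37 °C, 5% CO2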
PABP1 MLLE inh: inhibitors of PABP1 MLLE–PAM2 peptide binding, primary screen, biochemical, fluorescence polarization, FITC-PAM2, GST-MLLE. Polyadenylate-binding protein 1 (Homo sapiens), P11940. inhibition, % at 20 µM. 360,000 compounds, 0.36% hits; in the data active = inhibition above about 35%, passing the limit was not always enough;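 note: plate controls were DMSO wells with GST-MLLE for no effect and wells lacking GST-MLLE protein for full effect; some results filed as inactive read as strong as hits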
Target sequence (P11940 whole entry, looked up): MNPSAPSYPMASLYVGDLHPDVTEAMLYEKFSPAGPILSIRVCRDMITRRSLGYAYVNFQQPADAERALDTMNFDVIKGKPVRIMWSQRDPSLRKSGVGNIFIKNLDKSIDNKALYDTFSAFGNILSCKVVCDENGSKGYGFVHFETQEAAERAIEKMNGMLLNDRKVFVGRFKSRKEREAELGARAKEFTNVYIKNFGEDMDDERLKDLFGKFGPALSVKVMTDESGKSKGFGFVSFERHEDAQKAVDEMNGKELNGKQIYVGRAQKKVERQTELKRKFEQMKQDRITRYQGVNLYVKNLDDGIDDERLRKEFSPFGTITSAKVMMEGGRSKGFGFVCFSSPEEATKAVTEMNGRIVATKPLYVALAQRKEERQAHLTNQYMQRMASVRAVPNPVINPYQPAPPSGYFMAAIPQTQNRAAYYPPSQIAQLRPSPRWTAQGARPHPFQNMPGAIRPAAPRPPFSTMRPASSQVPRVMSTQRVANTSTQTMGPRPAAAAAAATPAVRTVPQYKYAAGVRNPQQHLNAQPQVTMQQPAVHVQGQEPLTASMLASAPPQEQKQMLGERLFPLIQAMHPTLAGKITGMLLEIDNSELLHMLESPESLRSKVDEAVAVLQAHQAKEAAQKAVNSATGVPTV
SKN-1 block: suppressors of acrylamide-induced Pgst-4::GFP reporter in worms, primary screen, SKN-1 inhibitor project, whole organism, uHTS, GFP/RFP fluorescence ratio, strain VP596 | C. elegans VP596 Pgst-4::GFP/RFP ratio, 24 h | inhibition, % at 21.8 µM | 360,000 compounds, 0.49% hits;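 active = interference check ratio from 0.5 to 1.5 plus GFP to RFP signal ratio inhibition reaching or exceeding a fixed threshold, cut at about 30% in these data, passing the limit was not always enough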; note: some compounds called inactive have numbers as strong as hits
* hit, by the source's call; / = no result given. Hits appear at their usual frequency (roughly 4% active in at least one column).

SMILES	NRP1-CendR mod	MsrA act	MsrA inh	eLon inh	Tb MetRS inh	FAS TE block	MT1-MMP act inh	PABP1 MLLE inh	SKN-1 block
O=C(NCc1cccs1)c1cc(-c2ccccc2)nn1CC1CC(c2cccnc2)=NO1 (stereo not given)	-1	-3	-1.0	1	-0.4	-10	-2	2	-2
CSc1ncc(C(=O)Nc2cccc(Cl)c2C)c(C)n1	-15	-2	-1.0	-8	0.3	-5	-5	1	22
O=C1c2ccccc2C(=O)N1CCCCn1c(=O)oc2ccccc21	0	-1	-0.8	1	0.2	2	3	4	2
O=C(O)CCC(=O)N1N=C(c2ccccc2)CC1c1ccc2c(c1)OCO2 (stereo not given)	-6	-8	-0.4	3	-0.7	-4	-1	-2	9
COc1ccc(-c2csc(NC(=O)c3ccc(OCC(=O)N4CCOCC4)c(OC)c3)n2)cc1	-7	-4	0.7	-11	-0.3	10	2	4	7
COc1ccc(N(C)S(=O)(=O)c2ccc3c(c2)CCC(=O)N3)cc1	-5	0	-0.3	-1	0.2	-11	-4	2	17
Cc1cc(C)c(C(=O)CC(=O)c2cccnc2)c(C)c1	-10	-11	0.7	15	-0.4	5	16	9	16
Cc1cc(NC(=O)CCS(=O)(=O)c2ccc3c(c2)NC(=O)C(C)S3)ccc1Br (stereo not given)	-1	-3	/	-5	5.3	25	5	4	15
CCOC(=O)C1=CCN(S(=O)(=O)c2ccc(C)cc2)C1c1ccc(Cl)cc1 (stereo not given)	18	-2	-1.1	-3	0.4	19	6	-8	8
CN1CCN(C(=O)C2=C[C@@H](c3ccc(Br)cc3)C[C@@H](OCc3ccc(CO)cc3)O2)CC1	-1	0	0.0	3	-0.1	-10	0	17	-1
COc1ccc(NC(=O)N(C)C[C@H]2Oc3ccc(NS(=O)(=O)c4cccs4)cc3C(=O)N([C@H](C)CO)C[C@@H]2C)cc1	-1	0	-0.3	-2	-0.1	-9	3	6	-4
Cc1ccc(OCc2nnc(N)s2)cc1	16	-2	0.0	8	0.1	-1	3	0	-1
Cc1nc2ccccc2c(=O)n1-c1ccc(NS(=O)(=O)c2ccc(F)cc2)cc1	-12	2	-0.2	-8	-0.3	-4	3	-7	13
CCCCC(O)(c1ccccc1)C(CN1CCOCC1)c1ccccc1 (stereo not given)	18	-2	0.5	1	-0.8	3	-9	-16	2
COc1ccc2o/c(=N/NC(=O)c3cccs3)c(C(N)=O)cc2c1	-86	-10	0.4	-38	-0.6	-8	-55	-78	-5
CS(=O)(=O)N1CCc2cc(C(=O)O)ccc21	13	0	-0.6	-4	0.3	-9	1	2	0
Cc1ccccc1NCN1C(=O)C2C3C=CC(C3)C2C1=O (stereo not given)	4	0	-0.6	-8	0.2	-3	1	3	1
CC(C)c1ccc(NC2CCCN(C(=O)c3ccc4nccnc4c3)C2)cc1 (stereo not given)	18	-8	1.7	1	-0.4	-1	-1	8	-7
O=C(NCc1ccc(N2CCCC2=O)cc1)c1cccc(Cl)c1	5	0	0.9	1	-0.2	-2	2	7	4
NC(=O)c1ccc(NC(=O)CN2CCN(c3ccc(Cl)cc3)CC2)cc1	-6	-6	-0.8	-2	0.5	-11	6	-7	8
CC(C)c1ccccc1NC(=S)N1CCN(Cc2ccc3c(c2)OCO3)CC1	-4	-5	1.2	5	-0.7	0	-2	-61	0
COC(=O)[C@]12CCCCC=C1N(Cc1ccc(Cl)cc1Cl)C(=O)[C@H](CC(=O)NCCc1ccccc1OC)C2	24	-3	1.3	4	-0.6	16	-10	/	8
Cc1ccccc1-c1nnc(SCCC(=O)N2CCOCC2)o1	-1	-1	-0.1	-2	-0.5	-5	3	-115	-1
Cn1c(C(=O)NCC2CCCO2)cc2c(=O)[nH]c3ccccc3c21 (stereo not given)	-3	0	-0.2	-4	0.7	-3	9	6	-1
COc1ccc(S(=O)(=O)NC2(C(F)(F)F)NC(=O)N(CCc3ccc(OC)c(OC)c3)C2=O)cc1 (stereo not given)	-1	1	-0.7	0	0.9	-5	-3	-3	-5
COc1ccccc1Nc1nn2c(=O)c3ccc(C(=O)NCc4cccnc4)cc3nc2s1	-18	-1	/	-4	0.1	6	-2	-2	11
O=C(Nc1cccc(Cl)c1)N(Cc1nc2ccccc2c(=O)[nH]1)Cc1cccs1	2	-1	-0.5	-6	2.4	27	-16	1	9
COc1ccc(Nc2nccc(-c3ccc(C#N)cc3)n2)cc1	-4	-3	-0.6	2	-0.2	6	-15	8	19
COc1cccc2sc3ccc(NCc4ccc5c(c4)OCO5)cc3c(=O)c12	-20	-7	0.2	-21	-0.3	-2	2	8	-2
COc1ccccc1NC(=O)c1sc2ncn(Cc3ccc(C)cc3)c(=O)c2c1C	-27	-10	-0.4	-4	-0.8	13	-6	-52	10

Next section, starting with the last four of the part before.
SMILES	NRP1-CendR mod	MsrA act	MsrA inh	eLon inh	Tb MetRS inh	FAS TE block	MT1-MMP act inh	PABP1 MLLE inh	SKN-1 block
O=C(Nc1cccc(Cl)c1)N(Cc1nc2ccccc2c(=O)[nH]1)Cc1cccs1	2	-1	-0.5	-6	2.4	27	-16	1	9
COc1ccc(Nc2nccc(-c3ccc(C#N)cc3)n2)cc1	-4	-3	-0.6	2	-0.2	6	-15	8	19
COc1cccc2sc3ccc(NCc4ccc5c(c4)OCO5)cc3c(=O)c12	-20	-7	0.2	-21	-0.3	-2	2	8	-2
COc1ccccc1NC(=O)c1sc2ncn(Cc3ccc(C)cc3)c(=O)c2c1C	-27	-10	-0.4	-4	-0.8	13	-6	-52	10
COC(=O)/C(=C\Nc1ccc(Cl)cc1Cl)NC(=O)c1ccc(OC)cc1	5	-3	0.2	2	1.5	27	-17	-4	7
CSCCC(C(=O)NC(C)(C)C)n1c(-c2ccc3c(c2)OCO3)nc2ccccc21 (stereo not given)	-9	/	-0.3	/	0.1	/	-1	/	-5
N#Cc1nc(-c2ccccc2)oc1NCC1CCCO1 (stereo not given)	1	-5	2.2	0	-0.1	-3	2	2	-3
O=C(Cc1ccccc1)Nn1c(-c2ccccc2F)nc2ccccc2c1=O	2	-5	-0.2	3	-0.3	-2	-4	-7	-4
Cc1ccc(OC(=O)c2ccccc2)cc1C	11	1	-0.8	-2	-0.1	13	0	5	8
CCN(CC(=O)Nc1cc(Cl)ccc1C)C(=O)C1CC1	14	-3	1.3	-4	0.9	-6	0	3	-2
CC1=CCC[C@H]2[C@H](C1)C(=O)C[C@@H](C)[C@]2(C)CC/C(=C/CO)CO	-8	-1	1.8	-9	-2.0	6	1	-1	13
O=C(CSCc1ccc(Cl)cc1)Nc1ccc(O)cc1C(=O)O	10	-2	-0.9	-14	-0.3	-1	3	6	-19
CC(C)Cn1c(SCC(=O)c2ccc(Cl)s2)nnc1-c1ccco1	-13	-3	-0.4	-1	-0.6	-6	-2	0	4
CC(=O)c1c(C)[nH]c(C(=O)Nc2cccc(S(=O)(=O)N(C)c3ccccc3)c2)c1C	6	-10	-1.1	0	-0.9	5	14	-34	1
CCCCN(C)CCCNC(=O)CS(=O)Cc1nc(-c2ccc(OC)c(OC)c2)oc1C (stereo not given)	-2	-3	-0.3	2	-0.7	-6	9	20	6
O=S(=O)(c1ccccc1)N1CCN=C1SCc1cccc(Cl)c1	3	-2	-1.1	5	-0.1	33	-2	13	15
CN1c2ccsc2C(O)=C(C(=S)Nc2ccc(F)c(Cl)c2)S1(=O)=O	5	-13	6.5*	-8	-0.8	0	2	18	16
C(=C\c1ccccc1)/CSc1nnc(-c2ccccc2)n1Cc1ccco1	9	-1	-0.3	5	-0.8	20	-3	-51	10
CCCCN1CC(N2CCN(CCO)CC2)CS1(=O)=O (stereo not given)	5	-11	-0.7	2	-1.6	-8	2	-5	-4
O=C(c1cc(COc2ccc(F)c(F)c2)on1)N1CCN(C2CCCCC2)C(=O)C1	5	-3	-0.2	7	-0.1	7	1	0	11
Cc1cccc(-c2nc(CN3CCCC(C(=O)NC4CCC(C)CC4)C3)c(C)o2)c1 (stereo not given)	6	-8	-0.8	-2	-0.5	6	-6	-7	10
CCOC(=O)/C=C1\SCC(=O)N1CC(=O)NC(C)c1ccc(F)cc1 (stereo not given)	-70	0	2.7	-53	-0.3	-17	-1	-59	3
O=C(CSc1ncc(-c2ccccc2)n1C1CCCC1)N1CCc2ccccc21	-4	-4	-1.2	-2	-0.4	4	-3	-16	2
O=C(c1cccs1)N1CCC(c2nc(-c3ccc(S(=O)(=O)N4CCOCC4)cc3)no2)CC1	0	-1	-1.2	-1	0.0	10	0	-13	-19
COc1cc(-c2nc3n(c(=O)c2C#N)CCS3)cc(OC)c1OC	-3	-4	2.1	5	-0.4	2	-2	-5	5
CN(C)C(CNc1nnnn1-c1ccccc1)c1ccco1 (stereo not given)	-21	0	-0.3	7	-0.1	-9	8	7	1
CCN(c1ccccc1)c1ncnc2c1cnn2-c1ccccc1	-5	0	-1.3	-8	0.4	21	-1	-13	-11
Cc1cc(C)cc(N(C(=O)CNC(=O)c2ccco2)C(C(=O)NC2CCCC2)c2ccncc2)c1 (stereo not given)	8	-3	0.2	-8	0.2	-1	1	0	-3
CCC(=O)Nc1ccc(/C(C)=N/NC(=O)c2c(Br)c(C)nn2C)cc1	10	-10	2.6	-2	-1.2	-6	/	12	-1
CC(NC(=O)OC(C)(C)C)C(=O)NC(CCC(=O)OCc1ccccc1)C(N)=O (stereo not given)	1	-12	0.6	6	-1.1	-2	/	-4	1
COc1ccc(-c2noc(CSc3nc(N)c(-c4ccccc4)c(=O)[nH]3)n2)cc1OC	4	1	-0.9	-3	0.6	2	2	-2	9
O=C(COc1cc(Cl)c(Cl)cc1Cl)Nn1cnnc1	-2	-3	-1.1	-3	-0.6	-3	4	-3	-5
COc1ccc(C(=O)Nc2ccccc2N2CCCC2)cc1S(=O)(=O)N1CCOCC1	9	-3	-0.3	-5	-0.3	0	3	14	22
Cc1ccc2ccccc2c1C(O)c1ncc(-c2ccccc2)[nH]1 (stereo not given)	1	-4	1.1	5	0.3	-4	-5	-6	16
COc1ccccc1C1CC(c2ccco2)=NN1S(C)(=O)=O (stereo not given)	-125	1	-1.8	-1	0.0	-5	-14	-24	31
COc1ccc(CCNS(=O)(=O)c2ccc3c(c2)oc(=O)n3C)cc1OC	-5	-12	0.9	-2	-0.8	-8	-4	-6	-5
CCOc1ccc(CNC(=O)CCC(=O)N2Cc3ccccc3Oc3ncccc32)cc1	-2	2	-1.6	4	-0.1	-7	-2	9	1
Cc1ccc(NC(=O)COC(=O)CCC(=O)c2ccc(Cl)cc2)cc1S(=O)(=O)N(C)C	4	-2	-0.4	13	0.0	14	3	7	3
